SENP6 block = inhibitors of human SENP6 protease | Q9GZR1 | Recombinant SENP6 catalytic domain, aminoluciferin luminescence | AID 2599 | 330,000 compounds, 1.8% hits | inhibition, % at 10 µM;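 active = inhibition above about 50% at the single tested dose, limit read from the data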;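 also: plate controls were DMSO wells with enzyme for no effect and DMSO wells lacking enzyme for full effect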
Target sequence (Q9GZR1 628-1112 limits assumed): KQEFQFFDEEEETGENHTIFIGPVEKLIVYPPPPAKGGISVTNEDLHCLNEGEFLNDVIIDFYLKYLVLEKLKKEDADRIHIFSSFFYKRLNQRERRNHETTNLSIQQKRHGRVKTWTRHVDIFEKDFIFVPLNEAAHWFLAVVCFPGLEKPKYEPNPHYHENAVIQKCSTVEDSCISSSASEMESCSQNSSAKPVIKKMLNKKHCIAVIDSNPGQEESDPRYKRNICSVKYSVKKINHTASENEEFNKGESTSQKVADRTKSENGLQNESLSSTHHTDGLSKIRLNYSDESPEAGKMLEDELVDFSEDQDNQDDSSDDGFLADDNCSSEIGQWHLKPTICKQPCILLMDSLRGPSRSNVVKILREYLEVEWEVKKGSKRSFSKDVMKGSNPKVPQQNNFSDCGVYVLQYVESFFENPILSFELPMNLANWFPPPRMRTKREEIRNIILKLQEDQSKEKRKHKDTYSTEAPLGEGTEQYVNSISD
APOBEC3G inh = inhibitors of human APOBEC3G DNA deaminase; Q9HC16; recombinant A3G, ssDNA deamination FAM/TAMRA fluorescence; inhibition, % at 20 µM; 330,000 compounds, 0.28% hits;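 active = inhibition of at least 40% at 20 µM, with no more than 30% in the related APOBEC3A deaminase screen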;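 also: plate controls were DMSO wells with A3G for no effect and wells lacking A3G enzyme for full effect; some compounds called inactive have numbers as strong as hits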
Target sequence (Q9HC16 whole entry, looked up): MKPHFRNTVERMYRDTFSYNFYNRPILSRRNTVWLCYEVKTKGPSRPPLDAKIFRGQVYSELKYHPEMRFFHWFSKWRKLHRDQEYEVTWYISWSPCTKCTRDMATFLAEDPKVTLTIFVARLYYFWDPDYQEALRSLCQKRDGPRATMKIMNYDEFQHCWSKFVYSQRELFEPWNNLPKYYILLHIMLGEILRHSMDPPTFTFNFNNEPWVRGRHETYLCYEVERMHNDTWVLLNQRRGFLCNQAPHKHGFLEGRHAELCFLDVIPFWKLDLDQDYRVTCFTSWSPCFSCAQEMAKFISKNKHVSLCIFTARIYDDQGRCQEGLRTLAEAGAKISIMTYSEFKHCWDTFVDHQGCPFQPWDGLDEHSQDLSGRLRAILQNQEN
UBC13 polyUb = blocks human UBC13 polyubiquitin chain formation; AID 485273; 330,000 compounds, 0.47% hits; TR-FRET; P61088; inhibition, % at 20 µM; in the data active = inhibition above about 45%, passing the limit was not always enough; inconclusive = no clear call, values can overlap the other calls
SENP7 inh = inhibitors of human SENP7 protease. Q9BQF6. recombinant SENP7, Z-RLRGG-aminoluciferin luminescence, 40 min. inhibition, % at 5 µM. 330,000 compounds, 1.5% hits;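 active = inhibition above about 50% at the single test dose, limit read from the data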;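 also: plate controls were DMSO with enzyme for no effect and no enzyme buffer wells for full effect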
SENP8 block-1 = inhibitors of human SENP8 protease; inhibition, % at 20 µM; Q96LD8; AID 602440; recombinant SENP8, Nedd8 substrate fluorescence; 360,000 compounds, 0.64% hits; in the data active = inhibition mostly above about 40%, no sharp cut-off; inactive = mostly below about 27%
Target sequence (Q96LD8 whole entry, looked up): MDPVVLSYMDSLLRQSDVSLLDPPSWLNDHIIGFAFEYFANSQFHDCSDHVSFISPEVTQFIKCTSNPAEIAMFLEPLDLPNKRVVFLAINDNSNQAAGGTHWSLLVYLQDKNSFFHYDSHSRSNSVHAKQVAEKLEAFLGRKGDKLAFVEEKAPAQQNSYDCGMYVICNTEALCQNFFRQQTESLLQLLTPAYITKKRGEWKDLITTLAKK
SENP1 FRET inh = blocks the human SENP1 SUMO protease catalytic domain. Q9P0U3. recombinant SENP1 catalytic domain, CyPet-SUMO1-YPet FRET cleavage. inhibition, % at 10 µM. 360,000 compounds, 0.21% hits;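 active = inhibition at least 30% at 10 µM, raw YFP signal under a set limit, fluorescence ratio 0.5 to 1.5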;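 also: 0% = enzyme with DMSO and 100% = no enzyme wells; some results filed as inactive read as strong as hits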
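system = hSENP1 catalytic domain, recombinant | reagent = SFCypet-SUMO1-SFYpet substrate at 25 nM | doses = one dose per compound, 10 µM, 0.5% DMSO | incubation = enzyme reaction for 50 min at room temperature, dark | measured by = FRET, CFP and YFP emission | controls = no-enzyme low, enzyme-DMSO high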
Apaf-1 inh = blocks human Apaf-1 apoptosome activity; O14727; reconstituted apoptosome caspase-3 activity, DEVD-Rh110 fluorescence; inhibition, % at 20 µM; 330,000 compounds, 0.71% hits; active = inhibition of at least 40% at 20 µM;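 also: plate controls were DMSO wells for no effect and DEVD-CHO caspase inhibitor wells for full effect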
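System – cell-free apoptosome with Apaf-1, procaspase-3 and caspase-9 · Buffer or medium – pH 7.5 Hepes buffer with CHAPS, BSA, DTT · Also added – cytochrome c with DEVD-Rh110 · Times – 30 min compound preincubation, 50 min activation, room temperature · Technique – Rh110 fluorescence intensity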
SENP8 block-2 = blocks the human protease SENP8; Q96LD8; purified SENP8, Z-RLRGG-aminoluciferin cleavage, luminescence; inhibition, % at 10 µM; AID 2540; 330,000 compounds, 1.2% hits; in the data active = inhibition above about 50%
Starred values were filed as active, the others as inactive; ? = inconclusive; & = joins results of further samples.

SMILES	SENP6 block	APOBEC3G inh	UBC13 polyUb	SENP7 inh	SENP8 block-1	SENP1 FRET inh	Apaf-1 inh	SENP8 block-2
CCS(=O)(=O)c1ccc2c(c1)N(S(=O)(=O)c1ccc(OC)cc1)CC(C(=O)O)O2 (stereo unspecified)	-5	-2	2	-5	28	1	-6	-3
Cc1ccc(N=C2C(=O)Nc3ccc(C)c(Br)c32)cc1	-22	-9	-55	-6	25	0	16	-2
COc1ccc(OC)c(/C=N/Nc2nncn2/N=C/c2cc(OC)ccc2OC)c1	-17	-4	-13	-4	-195	-4	-3	-16
CN1CCN(C(=O)c2ccc(CS(=O)(=O)c3c(Cl)cccc3Cl)o2)CC1	-1	-5	4	4	1	0	-7	-1
NC(=O)NC(Cc1ccccc1)C(=O)NCC1(N2CCCCC2)CCCCC1 (stereo unspecified)	-8	-1	-4	-3	36	-2	-2	1
CN1CCN(C(=S)Nc2ccccc2Cl)CC1	-6	-5	-3	0	5	2	0	3
O=C(Nc1ccc(S(=O)(=O)Nc2ncccn2)cc1)c1ccc(N2CCCC2=O)cc1	-17	0	7	4	-23	-14	-19	0
O=C1CCC(C(=O)N2CCC(CO)(Cc3ccc(Cl)cc3)CC2)=NN1	-22	-2	-4	-6	5	1	-1	-3
COC(=O)c1ccccc1NC(=O)CSc1ccc(C)cc1	-26	-3	7	6	2	0	15	-8
CN(C1CCCCC1)S(=O)(=O)c1ccc(NC(=O)Cn2nc(-c3ccc(F)cc3)ccc2=O)cc1	-7	-6	2	6	-24	1	16	-4
C=CCn1c(SCC(=O)NCCc2ccccc2)nc2c([nH]c3ccccc32)c1=O	8	-7	-7	1	-21	1	-4	10
Cc1ccc(CCNC(=O)C2CCC(CNc3c(N4CCC(C)CC4)c(=O)c3=O)CC2)cc1 (stereo unspecified)	-1	0	13	-1	13	-8	13	5
Cc1noc(C)c1COc1ccccc1C(=O)N(C)CC(=O)Nc1ccc(Cl)c(Cl)c1	-15	0	0	-22	8	1	21	-15
Cc1nnc(SCC(=O)NCc2cccs2)n1-c1ccccc1	-6	-1	5	0	24	-1	-1	-1
Cc1cc(SCC(=O)NCCCN2CCCC2=O)nc2ccccc12	-7	4	0	4	2	12	2	1
O=C(COc1ccc(Cl)cc1Cl)NC(=S)N1CCCc2ccccc21	4	21	1	9	-2	-31	15	7
Cc1cc(C(=O)NCc2ccccc2)c(=O)[nH]c1C	-3	-4	7	-2	-283	-1	2	1
O=C(NCc1ccccn1)c1ccc(Cl)c(S(=O)(=O)Nc2ccccc2C(=O)NCc2ccccn2)c1	-6	-8	4	4	-1	-6	2	3
Cc1oncc1-c1csc(-c2ccccc2Cl)n1	-13	-10	4	4	-9	3	18	-6
O=C1CCCc2nc(N3CCN(Cc4ccccc4)CC3)ncc21	2	-4	-28	-3	14	0	20	-1
C=C[C@@H]1c2cccc(C)c2N(S(=O)(=O)c2ccc(C)cc2)[C@H](c2ccc(OC(C)=O)cc2)C1(C#N)C#N	10	-7	-5	-3	-43	-9	13	7
CCc1nnc(NC(=O)CSc2nnc(CCc3nc4ccccc4[nH]3)n2C)s1	5	-6	3	-3	3	0	-3	-7
Cc1cc(NC(=O)CCC(=O)N(c2ccccc2)C(C(=O)NC2CCCC2)c2ccc(F)cc2)no1 (stereo unspecified)	-11	-6	1	0	8	0	11	-2
CN(C)c1ccc(C(=O)C(O)c2ccc(C(C)(C)C)cc2)cc1 (stereo unspecified)	-2	-4	10	-1	-68	1	-13	-2
Cc1cc(SCC(=O)O)nc2ccccc12	0&-11	4&-9	7&16	-7&2	2&1	2&-1	2&-4	-2&3

Two neighbouring entries already listed, quoted:
SMILES	SENP6 block	APOBEC3G inh	UBC13 polyUb	SENP7 inh	SENP8 block-1	SENP1 FRET inh	Apaf-1 inh	SENP8 block-2
CCS(=O)(=O)c1ccc2c(c1)N(S(=O)(=O)c1ccc(OC)cc1)CC(C(=O)O)O2 (stereo unspecified)	-5	-2	2	-5	28	1	-6	-3
Cc1ccc(N=C2C(=O)Nc3ccc(C)c(Br)c32)cc1	-22	-9	-55	-6	25	0	16	-2

(list continues)
SMILES	SENP6 block	APOBEC3G inh	UBC13 polyUb	SENP7 inh	SENP8 block-1	SENP1 FRET inh	Apaf-1 inh	SENP8 block-2
Cc1cc(C(=O)NNC(=O)[C@H](C)NC(=O)c2ccc(Br)cc2)c(C)o1	-15	-2	0	2	8	-1	-5	-3
CSc1ccccc1C(=O)NCC(c1ccco1)N(C)C (stereo unspecified)	27	-1	0	3	10	1	7	8
CCC1(O)c2ccccc2-c2ncccc21 (stereo unspecified)	-18	-1	4	1	13	0	0	-4
Cc1cc(N2CCCC2)nc(-c2ccccc2O)n1	-7	6	?	4	-412	-8	15	-1
CCc1cc(CNC(=O)c2ccc3nc(Cc4ccc(OC)c(OC)c4)oc3c2)on1	-4	-2	-7	-7	12	1	-1	-11
CCC1(C(=O)c2ccccc2)C2c3cc(Br)ccc3OC(=O)C21C(=O)N1CCOCC1 (stereo unspecified)	2	-1	-6	3	15	0	20	3
Cc1nn(C)c(C(=O)N/N=C/c2ccc(C(F)(F)F)cc2)c1[N+](=O)[O-]	-5	-5	-18	-8	4	2	4	-4
CCNc1nc(NCC)nc(N(CC)C(N)=S)n1	-10	7	13	2	3	0	-10	9
O=C(COC(=O)CN1C(=O)COc2ccccc21)NCc1ccc(F)cc1	7	10	-8	-1	7	1	11	4
CN(C)CCNC(=O)c1[nH]nc2c1CCc1ccccc1-2	7	-9	0	6	15	0	-1	3
COc1ccccc1CCC(=O)Oc1ccccc1C#N	-17	-7	11	-6	-5	-3	1	-3
O=C(/C=C/c1ccccc1Cl)NCCN1CCOCC1	-4	7	-3	16	9	3	-12	5
Cc1c(Br)c([N+](=O)[O-])nn1CC(=O)Nc1ccc(C(N)=O)cc1	-4	-9	-7	4	26	0	-7	-2
Cc1cccc(N2CCN(S(=O)(=O)c3ccc4c(c3)C(C)(C)C(=O)N4C)CC2)c1C	-23	-3	-30	-1	8	3	9	7
Cc1[nH]n(-c2ccccc2)c(=O)c1N=Nc1ccc(Cl)cc1	6	1	-36	13	39	4	2	-1
O=C(COc1ccc(Br)cc1Cl)NC(=S)Nc1ccccn1	-8	-5	-3	-3	8	3	0	6
O=S(=O)(Nc1ccn(-c2ccccc2)n1)c1ccc(Br)cc1	8	0	-11	-10	-25	-5	2	-6
CC(C)C(=O)NNS(=O)(=O)c1ccccc1	6	-5	-3	6	0	0	4	-3
Cc1cccc(Cl)c1NC(=O)N1CCCN(c2nc3ccc(Cl)cc3s2)CC1	-21	14	7	-2	3	-1	30	-4
CN(CC(=O)Nc1cccc(F)c1)C(=O)c1ccccc1Sc1ccccc1C#N	4	-5	10	-4	13	3	1	1
Cc1ccc(C(=O)N/C(=C\C=C\c2ccccc2)C(=O)NCc2ccco2)cc1	1	-5	-3	-1	-20	-2	-1	-2
CC(C)OC(=O)CC12CN3CN(C1)CC(CC(=O)OC(C)C)(C3)C2=O	-6	-4	-2	6	23	2	-4	-5
O=C(/C=C/c1cccs1)c1ccc(Br)cc1	29	-3	7	-2	31	1	17	12
CC1(C)CC(=O)C=C(NCCN2CCN(C(=S)NC3CCCCC3)CC2)C1	-17	-3	6	5	-13	-2	-9	0
O=C(CCNC(=O)c1ccco1)Nc1nc2ccccc2s1	-4	-7	0	-11	21	0	7	6
Later entries
SMILES	SENP6 block	APOBEC3G inh	UBC13 polyUb	SENP7 inh	SENP8 block-1	SENP1 FRET inh	Apaf-1 inh	SENP8 block-2
CSc1ccccc1NC(=S)Nc1ccc(S(N)(=O)=O)cc1	-2	-7	10	9	12	0	3	-4
CC(=O)N/N=C\c1cccc(OC/C=C/c2ccccc2)c1	-15	-5	8	-3	-7	1	8	-1
COc1ccccc1CNC(=O)C12CC3CC(CC(C3)C1)C2	-13	-2	-3	-9	6	1	9	2
Cc1cccc(C)c1N1CC(=O)N(c2c(C)cccc2C)CC1=O	-15	1	0	1	14	2	-4	-7
CCC(Sc1nnc2c3ccccc3n(CC)c2n1)C(=O)Nc1sc2c(c1C#N)CCCC2 (stereo unspecified)	-21	-10	-17	-2	4	1	24	-7
Cc1cc2nc(CSc3ccccc3)cc(=O)n2[nH]1	1	-9	0	-8	2	1	0	-5
O=C(C1CCC1)N1CCc2cc(S(=O)(=O)NCc3ccco3)ccc21	0	2	-4	8	16	3	13	1
NC(=O)C1CN(C(=O)c2cccc(S(=O)(=O)N3CCc4ccccc43)c2)c2ccccc2O1 (stereo unspecified)	-10	-3	7	-1	9	0	5	-4
CCCCNC(=O)c1cc2c(=O)n(CC)c3ccccc3c2s1	0	-7	14	5	-275	-7	15	8
COC(=O)/C(=N/Nc1ccc(C)cc1)N1CCCc2ccccc21	-4	-7	4	1	19	1	5	0
CC1(C)CC2CC(C)(CN2C(=O)COC(=O)c2ccc(NC(=O)CC#N)cc2)C1 (stereo unspecified)	-11	-10	11	-4	-18	-11	8	3
Cc1csc(NC(=O)CSc2nnc(NC(=O)NC(C)(C)C)s2)n1	-14	-10	6	-10	5	4	11	-2
Cc1ccc(NC(=O)c2c(C)nc3ccccn23)cc1C	5	-10	9	0	-2	3	2	-4
Cc1cc(C)c2cc(C#N)c(SCC(=O)Nc3ccc4c(c3)OCO4)nc2c1	20	-5	-7	-5	-11	3	-27	-6
Cc1cc(NC(=O)COC(=O)c2cc(S(=O)(=O)N(C)C)ccc2Cl)no1	-15	-8	-15	-3	7	1	5	-10
CCO[C@@H]1OC(C(N)=O)=C[C@H](c2ccc3c(c2)OCO3)[C@H]1CCCO	0	-5	2	-6	-16	0	0	-12
Cc1cc(C(=O)CSc2nc3ccc(Cl)cc3[nH]2)c(C)n1C	3	1	-9	13	4	-4	17	7
Cc1ccc(C)c(NC(=O)CN(C)C(=O)CSCc2c(C)noc2C)c1	-5	-11	-2	6	13	3	-7	-5
O=C(CN1CCC(O)(c2cccc(C(F)(F)F)c2)CC1)NCCc1ccccc1	13	-5	6	-2	9	1	3	1
CC(CCc1ccccc1)NC(=O)C(=O)N1CCOCC1 (stereo unspecified)	-11	-1	1	5	7	0	13	2
COc1ccc(-n2nc3c(c2NC(=O)c2cc(Br)ccc2Cl)CS(=O)C3)cc1 (stereo unspecified)	9	-5	0	0	3	2	-5	7
Cc1c(C(=O)Nc2ccc(F)cc2)cn2c(nc3ccccc32)c1C#N	-6	0	10	6	-326	-36	-14	5
Fc1ccc(N/N=C2/CCSc3sccc32)c(F)c1	3	-4	-3	-3	-54	1	-10	-3
O=C(COc1ccccc1[N+](=O)[O-])Nc1cc(C(=O)O)cc(C(=O)O)c1	6	-1	-2	0	15	0	-5	5
Cc1ccc([N+](=O)[O-])c(C(=O)Nc2cccnc2Cl)c1	-19	-2	4	6	28	2	8	-8
O=C(O)C(Cc1c[nH]c2ccccc12)NS(=O)(=O)c1cccc(Cl)c1Cl (stereo unspecified)	-12	-8	-9	-8	7	1	9	-14
CCC(C)(C)n1nnnc1C(c1ccccc1)N1CCN(Cc2ccccc2)CC1 (stereo unspecified)	5	-4	7	11	10	1	2	0
COc1ccc(CCNC(=O)Cn2nnc(C(=O)Nc3cccc(C)c3C)c2N)cc1OC	9	-2	-4	-3	10	0	-7	-2
O=C(CNC(=O)C12CC3CC(CC(C3)C1)C2)N/N=C\c1ccccn1	-15	-6	-8	-7	9	1	8	-7
CN(Cc1ccccc1)C(=O)CCn1c(=O)oc2ccccc21	-2	-8	1	-5	13	2	-5	9

Of the compounds above, these have a CF3 group:
SMILES	SENP6 block	APOBEC3G inh	UBC13 polyUb	SENP7 inh	SENP8 block-1	SENP1 FRET inh	Apaf-1 inh	SENP8 block-2
Cc1nn(C)c(C(=O)N/N=C/c2ccc(C(F)(F)F)cc2)c1[N+](=O)[O-]	-5	-5	-18	-8	4	2	4	-4
O=C(CN1CCC(O)(c2cccc(C(F)(F)F)c2)CC1)NCCc1ccccc1	13	-5	6	-2	9	1	3	1

High-throughput results as filed in PubChem BioAssay.

Rows were taken by chance (roughly 3.6% active in at least one column).
